AddAB inh: less growth of phage-infected E. coli with AddAB; E. coli expressing H. pylori AddAB, absorbance growth; inhibition, % at 11.9 µM; 330,000 tested, 0.29% active; in the data active = inhibition above about 12%;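 also: 0% = vehicle wells of infected cells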
phage Ecoli inh: E. coli growth loss with phage present | 360,000 tested, 0.26% active | inhibition, % at 11.9 µM | growth absorbance; in the data active = inhibition above about 11%
CAL PDZ FP-1: blocks peptide binding to human CAL PDZ domain | AID 504414 | purified CAL PDZ, TMR-peptide fluorescence polarization, 1 h | inhibition, % at 20 µM | 330,000 tested, 0.02% active;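 active = highest replicate inhibition of at least 40%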;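 also: plate controls were DMSO neutral control wells for no effect and unlabeled competitor peptide control wells for full effect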
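Test system: purified CerCALP PDZ construct; Compound dosing: one concentration, 20 µM compound; Also added: TMR-labelled reporter peptide T*-PRC34 bound in PDZ groove; Read-out: inhibition from polarization loss; Controls: unlabelled peptide and DMSO controls; Signal: FP readout, S and P plane fluorescence; Incubation: 1 h at RT.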
Tat export inh: inhibitors of E. coli Tat protein transport; E. coli MC4100 TorA-mCherry Tat export, fluorescence; inhibition, % at 10 µM; 340,000 tested, 0.036% active;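 active = mean replicate inhibition at least 50% and at least half of replicates individually reaching 50%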;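 also: exported cargo escapes ClpAP degradation while cytoplasmic cargo is degraded and loses fluorescence; 0% = median of neutral control wells and 100% = median of NaSCN control wells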
SR-BI HDL uptake: blocks mouse SR-BI lipid uptake from DiI-HDL; ldlA[mSR-BI] CHO cells, DiI-HDL uptake fluorescence, 3 h; Q61009; 320,000 tested, 0.96% active; AID 488896; inhibition, % at 12.5 µM;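 active = mean replicate inhibition of at least 70% and a set share of replicates each scoring 70 or more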;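 also: 0% = median of neutral control wells and 100% = median of positive control wells; values of inactives mirror those of a sister screen read the other way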
Target sequence (Q61009 whole entry, looked up): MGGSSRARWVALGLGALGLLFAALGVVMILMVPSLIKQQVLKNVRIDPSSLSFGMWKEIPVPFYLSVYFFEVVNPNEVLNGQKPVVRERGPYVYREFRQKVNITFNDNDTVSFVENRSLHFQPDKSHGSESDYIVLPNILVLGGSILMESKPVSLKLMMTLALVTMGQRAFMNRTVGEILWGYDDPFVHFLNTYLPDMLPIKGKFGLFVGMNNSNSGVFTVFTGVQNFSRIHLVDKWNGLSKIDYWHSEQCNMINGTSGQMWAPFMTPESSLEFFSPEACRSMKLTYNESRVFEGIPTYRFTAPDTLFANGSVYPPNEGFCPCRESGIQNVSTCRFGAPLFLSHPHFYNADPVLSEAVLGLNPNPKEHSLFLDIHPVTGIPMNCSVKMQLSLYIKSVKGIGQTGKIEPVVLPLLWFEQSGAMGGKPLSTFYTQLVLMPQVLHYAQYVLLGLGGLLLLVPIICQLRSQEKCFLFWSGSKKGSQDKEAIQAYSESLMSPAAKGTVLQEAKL
Wnt bcat act: activators of Wnt/beta-catenin signaling; Wnt/beta-catenin reporter cell assay, activator, plate reader; activation, % at 9.35 µM; 300,000 tested, 1.2% active; AID 743398; in the data active = activation above about 30%, passing the limit was not always enough;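 also: 0% = neutral control wells and 100% = positive control wells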
MITF act: activators of MITF-driven TRPM1 promoter activity in SK-MEL-5 cells; 300,000 tested, 0.75% active; SK-MEL-5 TRPM1-promoter luciferase, 24 h; % of positive control, neutral wells = 0; activation, % at 12.5 µM; AID 588334;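 active = mean activation of at least 80% with every replicate also reaching 80%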;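 also: 0% = neutral control wells and 100% = parthenolide positive control wells; values of inactives mirror those of a sister screen read the other way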
E coli growth: counter-screen for AddAB inhibitors: E. coli growth inhibition; inhibition, % at 11.9 µM; E. coli V3065 growth, OD600 absorbance, 18 h; 330,000 tested, 0.27% active;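 active = inhibition above the campaign's mean inhibition across all tested compounds plus 3 SD, cut at about 9.9% in these data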;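 also: uninfected addAB+ strain grown without phage in ampicillin broth; 0% = DMSO wells and 100% = ciprofloxacin 0.95 µg/ml wells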
CAL PDZ FP-2: blocks peptide binding to the human CAL PDZ domain; 300,000 tested, 0.92% active; AID 602252; inhibition, % at 24.9 µM; Q9HD26; purified CAL PDZ, TMR-peptide fluorescence polarization, 1 h;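 active = mean inhibition of at least 30% with at least half of replicates also reaching 30%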;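 also: 0% = DMSO neutral control and 100% = excess unlabeled competitor peptide PRC23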
SR-BI DiI-HDL act: SR-BI HDL lipid transfer activation; CHO ldlA[mSR-BI] cells, DiI-HDL uptake fluorescence, 3 h; 100 = double the neutral-control signal; AID 504775; activation, % at 12.5 µM; 320,000 tested, 0.096% active;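 active = mean replicate activation of at least 60% and every replicate at or above 60%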;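 also: 0% = median plate neutral-control signal and 100% = twice that signal; values of inactives mirror those of a sister screen read the other way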
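Material: SR-BI-overexpressing, LDLR-lacking CHO cells; schedule: compound exposure 3 h, 37 °C; reagent: DiI-labelled HDL at 10 µg/mL final; technique: bottom-read fluorescence, 550/595 nm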
Active calls of the source: *; . = not tested or not shown; & = joins results of further samples.

SMILES | AddAB inh | phage Ecoli inh | CAL PDZ FP-1 | Tat export inh | SR-BI HDL uptake | Wnt bcat act | MITF act | E coli growth | CAL PDZ FP-2 | SR-BI DiI-HDL act
Cc1ccc(NC(=O)CN2C(=O)CN=C(c3ccccc3)c3cc(Cl)ccc32)cc1 | -0.6 | 1.0 | -0.9 | -3 | 33 | -6 | -1 | 0.5 | . | -33
[N-]=[N+]=NCCN1CCC(O)CCC1=O (centres undefined) | 1.9 | 1.9 | -0.3 | -6 | -17 | -6 | 7 | -2.9 | -8 | 17
O=C(C(=O)N1CCOCC1)c1cn(Cc2ccccc2)c2ccccc12 | 0.2 | 0.7 | -4.9 | 2 | -6 | 0 | 1 | -0.9 | -7 | 6
CCCCSP1(=S)NCCCN1 | 1.0 | 1.5 | 0.1 | 3 | -10 | . | -12 | -1.7 | -1 | 10
CCOP(=O)(OCC)C(NC(=O)c1ccc(OC)cc1)C(Cl)(Cl)Cl (centres undefined) | 3.4 | 4.4 | 0.5 | 1 | 6 | 0 | -4 | 1.3 | 2 | -6
Cc1ccc(OCC(=O)N2CCN(Cc3ccc([N+](=O)[O-])cc3)CC2)cc1 | -0.3 | -1.5 | -2.5 | -1 | . | -4 | -11 | -1.1 | -1 | .
Cc1cc(OC(C)C(=O)NCc2cccnc2)c2c3c(c(=O)oc2c1)CCC3 (centres undefined) | 0.3 | 2.1 | -0.1 | -2 | -6 | 4 | 7 | -1.3 | 2 | 6
O=C1CCCC2C3CCCN4CCCC(CN12)C34 (centres undefined) | 3.0 | 1.6 | 0.7 | -1 | -18 | -1 | -1 | -0.3 | -2 | 18
O=S(=O)(c1ccc(F)cc1)N1CN2CCN(C2)C1 | -0.7 | -0.2 | -0.7 | -7 | -16 | 0 | . | 2.5 | -4 | 16
COc1cccc(N2C(=O)CC(=O)NC2=O)c1 | 2.1 | -0.7 | -0.6 | 5 | -9 | . | 8 | -1.0 | -4 | 9
O=C1NC(=O)C(C(CC(=O)c2ccccc2)c2ccccc2)C(=O)N1 (centres undefined) | 0.2 | -3.2 | -1.3 | -4 | -13 | -1 | 6 | 0.2 | -1 | 13
CC1C(C)N1CC(O)Cn1ccnc1[N+](=O)[O-] (centres undefined) | 1.9 | 2.5 | -1.1 | -7 | -12 | -1 | -4 | 3.3 | 1 | 12
CC1CN(CCc2ccccc2)CC(C)O1 (centres undefined) | 2.7 | 0.5 | -2.4 | 3 | 15 | -4 | -10 | 1.2 | -1 | -15
COc1ccc(OCC(=O)N2CCN(C(C)C)CC2)cc1 | 1.0 | 1.1 | 0.9 | -8 | -18 | . | -6 | 1.3 | -2 | 18
Cc1c(N=Nc2c(O)[nH]c(=S)[nH]c2=O)c(=O)n(-c2ccccc2)n1C | 1.3 | 2.9 | -0.7 | -7 | -14 | -3 | -6 | -3.0 | -3 | 14
CSc1nnc(OC(=O)N(C)C)n1-c1ccc(Cl)cc1 | -2.6 | 3.6 | -1.3 | 8 | -7 | -2 | . | -0.8 | 0 | 7
CC/C(=N\Nc1ccccc1)c1c(O)n(-c2ccccc2)c(=O)[nH]c1=O | 3.1 | -1.6 | -0.3 | 5 | -5 | 3 | -2 | 0.6 | . | 5
CC[C@]12C=CCN3CCC4(c5cc(Br)c(OC)cc5N(C)C4[C@@](O)(C(=O)OC)[C@@H]1OC(C)=O)C32 (some centres undefined) | -0.3 | 2.7 | -1.1 | -3&1 | -8 | -2 | -1 | -0.2 | 2 | 8
CCCOc1ccc(C(=O)NC(=S)N2C[C@H]3C[C@H](C2)c2cccc(=O)n2C3)cc1 | 0.5 | 1.0 | 1.1 | -2 | -7 | -1 | . | -2.5 | -1 | 7
CC1=C2C3OC(=O)C(C)C3CC[C@@]2(C)C=CC1=O (some centres undefined) | -4.4 | 5.2 | 0.4 | -1 | -8 | -2 | 16 | -2.2 | 0 | 8
CCOC(=O)C1=C(C)N(C)C2(C)CC1c1ccccc1O2 (centres undefined) | 2.1 | 2.0 | -0.8 | -7 | 14 | -2 | -3 | 1.4 | -1 | -14
COc1ccc2ccc(O)c(CN3CC=C(c4ccccc4)CC3)c2c1 | 0.9 | 4.0 | -3.7 | 8 | 9 | -2 | -10 | 1.9 | 1 | -9
CC(CC(C)(C)N1CC1)=NO | . | -0.6 | -0.6 | -2 | -1 | -4 | -4 | . | 2 | 1
CC1(C)C(c2ccccc2)=NC(c2cccnc2)=[N+]1[O-] | 3.5 | 2.9 | -0.6 | -6 | -12 | -1 | . | -2.6 | -2 | 12
CC=C(CC)C1(CC)C(=O)NC(=S)NC1=O | . | 2.7 | 0.0 | -3 | -4 | -1 | 6 | . | 5 | 4

Two entries picked at random from those above, as already listed:
SMILES | AddAB inh | phage Ecoli inh | CAL PDZ FP-1 | Tat export inh | SR-BI HDL uptake | Wnt bcat act | MITF act | E coli growth | CAL PDZ FP-2 | SR-BI DiI-HDL act
COc1ccc(OCC(=O)N2CCN(C(C)C)CC2)cc1 | 1.0 | 1.1 | 0.9 | -8 | -18 | . | -6 | 1.3 | -2 | 18
CCCCSP1(=S)NCCCN1 | 1.0 | 1.5 | 0.1 | 3 | -10 | . | -12 | -1.7 | -1 | 10

Returning to the listing, starting 2 compounds before the break.
SMILES | AddAB inh | phage Ecoli inh | CAL PDZ FP-1 | Tat export inh | SR-BI HDL uptake | Wnt bcat act | MITF act | E coli growth | CAL PDZ FP-2 | SR-BI DiI-HDL act
CC1(C)C(c2ccccc2)=NC(c2cccnc2)=[N+]1[O-] | 3.5 | 2.9 | -0.6 | -6 | -12 | -1 | . | -2.6 | -2 | 12
CC=C(CC)C1(CC)C(=O)NC(=S)NC1=O | . | 2.7 | 0.0 | -3 | -4 | -1 | 6 | . | 5 | 4
CCCNC(=O)N1[C@H]2CC[C@@H]1C(C(=O)OC)=C(c1ccc(-c3ccccc3)c(F)c1)C2 | 4.0 | 0.9 | -1.1 | 7 | -7 | -5 | -25 | 1.6 | -2 | 7
CC(C)Cc1nnc(NC(=O)CCC(=O)N2CCC3(CC2)OCCO3)s1 | 4.3 | 4.2 | -0.5 | 1 | -17 | 1 | . | 1.1 | -6 | 17
CCOC(=O)C(=O)NC1CCSC1=O (centres undefined) | -0.8 | 1.6 | -2.7 | 4 | -21 | 1 | -9 | 1.7 | -2 | 21
CCN(CC)CCCN=Cc1c(O)n(-c2cccc(C)c2C)c(=O)[nH]c1=O | 2.7 | -3.1 | 0.7 | 1 | 3 | -1 | -3 | 0.3 | 0 | -3
N/C(=N\[N+](=O)[O-])N1CCN(C(=O)c2ccccn2)CC1 | 1.1 | 0.7 | -0.9 | 4 | -21 | -1 | -10 | -0.1 | 2 | 21
COC(=O)C1=C(c2c(C)noc2C)C[C@@H]2CC[C@H]1N2C(=O)N1CCCCC1 | -1.1 | 0.8 | -0.1 | 9 | -33 | 1 | 5 | -1.8 | 2 | 33
c1cc2c(cc1CCNC1CCCCCC1)OCO2 | 1.4 | 0.9 | -0.3 | 6 | -6 | 1 | 1 | 1.9 | -2 | 6
Clc1ccccc1CN1CCN(c2ccccc2)CC1 | 5.1 | 0.5 | -0.6 | -6 | -8 | -1 | 0 | 2.0 | 6 | 8
CC12CCCCC1N(O)CN2O (centres undefined) | 3.0 | 2.6 | -0.5 | -1 | -12 | . | -7 | 0.3 | 1 | 12
O=c1[nH]c(=S)n(-c2ccccc2)c(O)c1/C=N/N1CCCCC1c1cccnc1 (centres undefined) | 2.9 | 2.1 | -1.9 | 2 | 3 | 2 | -21 | 0.5 | -1 | -3
CCCCc1nc2ccccc2c(=O)n1-c1ccccc1O | 0.1 | 0.5 | . | 7 | -7 | -1 | -13 | 1.1 | -3 | 7
C[C@]12CCC3C(CC[C@H]4C[C@@H](O)CC[C@]34C)C1C[C@@H](O)[C@]2(C)O (some centres undefined) | -1.9 | 2.6 | -0.2 | -2 | 16 | 1 | 6 | 1.5 | -1 | -16
CC(=O)OC1CCC2(C)C(CCC3C4CC(N5CC5)C(C(C)=O)C4(C)CC(=O)C32)C1 (centres undefined) | . | 2.2 | -0.2 | 0 | -27 | 0 | -8 | . | -4 | 27
Cc1ccc(-n2c(O)c(C=NCCC3=CCCCC3)c(=O)[nH]c2=O)cc1 | 0.1 | 3.7 | -2.4 | 1 | 8 | -6 | -8 | -0.7 | 1 | -8
COc1cc(C(=O)Nc2ccc(Br)cc2C(=O)c2ccccc2Cl)cc(OC)c1OC | 3.5 | 2.3 | -0.8 | -16 | 36 | -1 | -2 | -0.5 | 0 | -35
O=C(NC(=S)N1C[C@H]2C[C@H](C1)c1cccc(=O)n1C2)c1ccc(Cl)cc1 | 1.5 | 4.0 | 0.0 | 4 | -10 | -1 | . | 0.7 | -3 | 10
COc1ccc(OCC(=O)Nc2ccc(Cl)cc2C(=O)c2ccccc2)cc1 | 0.9 | 2.7 | -2.6 | -7 | 15 | . | -1 | 1.3 | -2 | -15
OC[C@H]1O[C@@H](n2cnc3cc(Cl)c(Cl)cc32)[C@H](O)[C@@H]1O | 1.9 | 4.0 | -0.7 | -6 | 4 | 2 | -6 | 1.2 | 1 | -4
COc1ccc(CNC(C)Cc2cccs2)cc1 (centres undefined) | 6.5 | 0.7 | -1.1 | -3 | 6 | 1 | -6 | -1.3 | -3 | -6
C[C@]12CCC3C(CC[C@H]4C[C@H](OC(=O)c5cccnc5)CC[C@]34C)C1CCC2=O (some centres undefined) | 1.7 | 1.5 | -1.9 | 4 | 15 | 0 | -8 | 1.7 | -4 | -15
CCCS(=O)(=O)N1CCCC(C(=O)N2CCC3(CC2)OCCO3)C1 (centres undefined) | 2.1 | 2.4 | 0.1 | 3 | -16 | . | -8 | -1.5 | -2 | 16
CCC1C2CC3C4N(C)c5ccccc5C45CC(C2C5O)N3[C@@H]1O (some centres undefined) | -0.5 | 2.1 | -1.2 | -11 | -3 | -1 | -1 | -0.6 | -4 | 3
O=C1CCN(C(=O)Cc2ccccc2[N+](=O)[O-])CC1 | 1.9 | 2.6 | -3.8 | 11 | -26 | 0 | 13 | 1.4 | -4 | 26
COc1nc(NC(C)C)nc(NC(C)C)n1 | 0.2 | 0.4 | -1.1 | -3 | -27 | . | -15 | 0.2 | 2 | 27
COP(=O)(OC)Oc1ccc(C(O)C(Cl)(Cl)Cl)cc1 (centres undefined) | 0.9 | 1.9 | -0.3 | 1 | -10 | -2 | -1 | 1.1 | 1 | 10
CP(C)(=O)CCC(=O)O | 5.7 | 0.3 | -0.4 | -3 | 10 | -2 | 2 | 2.5 | -5 | -10
CCC(C)N1C(=O)/C(=C/c2ccc3c(c2)CCN3CCCCl)C(=O)NC1=S (centres undefined) | -1.4 | 4.9 | -2.4 | -9 | 21 | . | -8 | -2.5 | -1 | -21
C/C(=N\NC(=S)Nc1ccccc1)c1c(O)n(C)c(=O)n(C)c1=O | 1.0 | 4.8 | -2.1 | -6 | -11 | 8 | -2 | 0.8 | -1 | 11
CC(Cc1ccccc1)NC(=O)/C=C/C(=O)O (centres undefined) | 2.1 | 4.1 | -2.4 | -4 | -51 | 0 | -15 | -0.3 | -11 | 51
Cc1cc(NC(=O)CCl)no1 | 2.6 | 2.6 | -0.7 | -6 | -1 | 1 | -24 | -0.8 | -3 | 1

An excerpt; rates above refer to the full screens.
